Screening data deposited in PubChem by National Center for Advancing Translational Sciences (NCATS).
KCNH2 3.1 block = blocks the human KCNH2 3.1 channel isoform; 340,000 tested, 0.95% active; U2OS KCNH2 3.1, thallium flux FluxOr; active compounds read low; AID 720553; activity change, % (tested at about 1.8 µM);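 active means maximum activity change below -70%; inconclusive means maximum activity change from -70% to -50%; inactive means maximum activity change above -50%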;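 further: thallium influx rate constant from kinetic fluorescence after stimulation buffer; on the % scale 0 is the no-effect control and ±100 the full control effect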
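U2OS cells transduced with KCNH2 3.1 mutant virus (1.77 x 10^8 /mL, 4 h), plated overnight at 37 C, loaded 45 min with FluxOr dye plus Red40 quencher. Thallium flux rate constant from kinetic reads after stimulation buffer, normalised to controls.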
Menin MLL FP TR = menin-MLL binding inhibition, Texas Red mutant peptide; Potency, µM (doses to about 61.6 µM), for the others: at the top dose FP activity change, negative = inhibition, usual class: inhibitors; AID 1768; Menin + Texas Red MLL mutant peptide, fluorescence polarization; 270,000 tested, 0.23% active; O00255; active means well fitted inhibition curve with a large enough effect in the polarisation, with a control signal flat, not every such curve was filed as active; inconclusive means small, poorly fitted or top-dose-only effect, or effect the other way, or a change in a side signal; inactive means no such curve, though single readings can be large or run the other way; the % refers to the polarisation; further: potency means the concentration at half of the fitted maximal effect; % of control where 0% means no effect; many of its hits are not listed in these tables
Target sequence (O00255 whole entry, looked up): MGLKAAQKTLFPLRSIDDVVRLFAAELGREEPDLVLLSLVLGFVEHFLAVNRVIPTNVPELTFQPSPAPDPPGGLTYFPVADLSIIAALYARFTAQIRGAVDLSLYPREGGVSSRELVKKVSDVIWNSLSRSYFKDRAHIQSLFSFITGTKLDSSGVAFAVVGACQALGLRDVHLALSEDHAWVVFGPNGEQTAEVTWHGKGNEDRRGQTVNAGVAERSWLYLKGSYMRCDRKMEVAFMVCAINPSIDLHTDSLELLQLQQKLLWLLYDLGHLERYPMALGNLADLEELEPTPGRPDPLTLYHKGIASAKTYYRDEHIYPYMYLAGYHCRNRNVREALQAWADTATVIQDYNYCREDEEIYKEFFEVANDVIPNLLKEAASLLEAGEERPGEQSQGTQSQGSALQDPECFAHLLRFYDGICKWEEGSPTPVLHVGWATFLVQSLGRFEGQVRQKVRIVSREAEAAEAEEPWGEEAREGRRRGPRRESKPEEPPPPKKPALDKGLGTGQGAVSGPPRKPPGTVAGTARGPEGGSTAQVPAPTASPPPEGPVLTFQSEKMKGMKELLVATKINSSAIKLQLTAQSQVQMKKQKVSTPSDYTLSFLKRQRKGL
GALK inh = inhibitors of human galactokinase; P51570; 270,000 tested, 0.007% active; Purified GALK, Kinase-Glo residual ATP luminescence; Potency, µM (top dose mostly 57.5 µM), for the others: at the highest dose activity change, negative = inhibition, hits mostly inhibitors; further: potency means the concentration at half of the fitted maximal effect; on the % scale 0 is the no-effect control and ±100 the full control effect
Target sequence (P51570 whole entry, looked up): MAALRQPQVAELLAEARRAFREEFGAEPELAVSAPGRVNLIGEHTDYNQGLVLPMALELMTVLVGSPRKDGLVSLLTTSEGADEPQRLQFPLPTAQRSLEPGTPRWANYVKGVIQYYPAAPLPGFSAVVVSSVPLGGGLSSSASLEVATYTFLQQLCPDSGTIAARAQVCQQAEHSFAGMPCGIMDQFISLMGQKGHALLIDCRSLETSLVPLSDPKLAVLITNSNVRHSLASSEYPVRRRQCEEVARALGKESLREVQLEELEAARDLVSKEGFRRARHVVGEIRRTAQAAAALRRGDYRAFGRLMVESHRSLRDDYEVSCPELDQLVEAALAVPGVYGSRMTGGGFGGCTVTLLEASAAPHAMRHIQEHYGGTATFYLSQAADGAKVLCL
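Luminescence from leftover ATP (Ultra-Glo luciferase/luciferin) served as read-out after a 1 h room-temperature reaction of 5 nM GALK with 35 uM ATP and 100 uM galactose.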
CXXC DNA block = blocks binding of human MLL CXXC domain to DNA | 290,000 tested, 0.037% active | Potency, µM (series often up to 115 µM), for the others: at the top dose activity change, negative = inhibition, actives largely listed as inhibitors | MLL-CXXC / FITC-HOXA9 DNA fluorescence polarization | Q03164; active means well fitted inhibition curve with a large enough effect in the polarisation, with a control signal flat, not every such curve was filed as active; inconclusive means small, poorly fitted or top-dose-only effect, or effect the other way, or a change in a side signal; inactive means no such curve, though single readings can be large or run the other way; the % refers to the polarisation; further: potency means the concentration at half of the fitted maximal effect
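Purified MLL-CXXC (added from a 7 uM solution) was preincubated 5 min at ambient with pinned compounds in 50 mM Tris-HCl pH 7.5, 50 mM NaCl, 1 mM DTT, 0.05% BSA. Fluorescein-labeled HOX-A9 DNA (50 nM solution) followed, 30 min, then polarization read.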
B2AR arrestin = recruits beta-arrestin to the human beta2-adrenergic receptor. Potency, µM (series often up to 46.1 µM), without a hit: top-dose activation, hits mostly activators. AID 492947. 330,000 tested, 0.02% active. beta-arrestin recruitment to beta2AR, cell-based reporter. P07550;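 further: potency means the concentration at half of the fitted maximal effect; 0% = DMSO controls and full agonism = EC100 isoproterenol or metaproterenol; nearly all actives have a fitted effect of over 65% in size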
USP2a block = inhibitors of human ubiquitin-specific protease USP2a | AID 463254 | 330,000 tested, 0.01% active | USP2 core, Ub-CHOP2 coupled fluorogenic reporter, 485/531 | Potency, µM (titrated, usually from 38.3 µM), for the others: top-dose activity change, negative = inhibition, actives largely listed as inhibitors | O75604;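 further: potency means the concentration at half of the fitted maximal effect; plate controls were DMSO wells for no effect and full inhibition by NEM control for full effect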
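Cell-free coupled assay: 10nM USP2 core preincubated 30min RT with compound in Tris-HCl pH 8.0/CaCl2/CHAPS buffer, then 25nM Ub-CHOP2 and 25nM reporter substrate; fluorescence (Ex 485/Em 531) read after 60min RT, normalized to NEM inhibition, concentration-response curves fitted.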
PKM2 activator = increases activity of human pyruvate kinase M2 | Potency, µM (top dose mostly 57.5 µM), for the others: top-dose activation, most hits filed as activators | 260,000 tested, 0.34% active | P14618 | AID 1631 | purified PKM2, Kinase-Glo ATP luminescence, activation; response scale: 0% is enzyme alone, no compound; further: potency means the concentration at half of the fitted maximal effect; on the % scale 0 is the no-effect control and ±100 the full control effect; nearly all actives have a fitted effect of over 55% in size
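Purified hPK-M2 (>95% pure) converted ADP (0.1 mM final) to ATP with 0.5 mM PEP in 50 mM imidazole pH7.2, KCl, MgCl2, Tween 20, BSA; 1 h at room temperature. ATP detected by Kinase-Glo luminescence.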
Giardia kill = kills Giardia lamblia | activity change, % at 7.66 µM, hits read low | Giardia lamblia trophozoite viability | 340,000 tested, 0.15% active; in the data active means activity change below about -80%; inconclusive means between about -30% and that limit;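 further: parasites exposed to compound for two days anaerobically before the ATP read; on the % scale 0 is the no-effect control and ±100 the full control effect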
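Killing of trophozoites was scored by loss of ATP luminescence after a 48 hrs anaerobic exposure to compounds at 37 deg C, using 100 cells per well.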
Coupling enz = counter-screen for Giardia aldolase inhibitors: coupling enzyme system. coupling enzyme system counterscreen, AmpLite Red fluorescence. activity change, negative = inhibition, % at 58.2 µM, hits read low. 290,000 tested, 0.67% active. AID 2472; in the data active means activity change below about -30%; further: on the % scale 0 is the no-effect control and ±100 the full control effect
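First, compound is pin-transferred into glyceraldehyde-3-phosphate coupling-enzyme reagent at 57.5 uM final and held 10 min at RT. Next, substrate, coupling system and AmpLite Red are added. After 20 min RT, fluorescence (525/598 nm) is read.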
KCNH2 WT inh = inhibitors of human wildtype KCNH2 potassium channel; Q12809; U2OS, BacMam KCNH2, thallium flux FluxOr; active compounds read low; activity change, % at 1.84 µM; 340,000 tested, 0.37% active;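 active means maximum activity change below -70%; inconclusive means maximum activity change between -70% and -50%; inactive means maximum activity change above -50%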; further: on the % scale 0 is the no-effect control and ±100 the full control effect
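U2OS cells were transduced with wild-type KCNH2 virus (2.03 x 10^8 / mL) for 4 h at room temperature, then cultured overnight at 37 C. Thallium flux was read with FluxOr dye. Rate constants were normalized to DMSO controls.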
TRPV1 ag = human TRPV1 agonism | Q8NER1 | TRPV1-expressing cells, Fluo-8 calcium influx, agonist mode | activation, % at 8.33 µM | 320,000 tested, 0.19% active | AID 540275; in the data active means activation above about 80%; inconclusive means between about 30% and that limit; further: 0% is about no effect
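Fluo-8 calcium influx in TRPV1-expressing cells, kinetic read (ex 480/em 520 nm). Compound added and read 3 min for agonist activity, followed by capsaicin at EC20 final and 2 min further read for enhancement.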
* hit, by the source's call; & = joins results of further samples; [ ] = another dose, or the depositor's remark. Unless noted, the call rests on the fitted dose curve; in most records, active means well fitted curve in the direction sought with a large enough effect; inconclusive means small, poorly fitted or top-dose-only effect, or another doubt; inactive means no such curve, though single readings can be large; an effect the other way counts as inactive or inconclusive. The list is partial; the hit share may differ from the screen's.

For Cc1ccc(N2C(=O)CS(=O)(=O)CC2=O)cc1 the results were KCNH2 3.1 block 15, Menin MLL FP TR 20%, GALK inh -2%, CXXC DNA block 3%, B2AR arrestin -0.2%, USP2a block 1%, PKM2 activator 0%, Giardia kill -15, Coupling enz -1, KCNH2 WT inh 3 and TRPV1 ag 0.
For CCCOC(=O)c1ccc(Cl)c(NC(=O)c2cccnc2)c1 the results were Menin MLL FP TR 16%, GALK inh 3%, CXXC DNA block 2%, B2AR arrestin -0.9%, USP2a block -1%, PKM2 activator -2%, Coupling enz 1 and TRPV1 ag 10.
Cc1cccc(C(C)Nc2ccc([N+](=O)[O-])cn2)c1 (stereo not given) was read as KCNH2 3.1 block -6, GALK inh 5%, CXXC DNA block -5%, B2AR arrestin -0.7%, USP2a block -5%, PKM2 activator -14%, Giardia kill -5, Coupling enz 2 and KCNH2 WT inh 1.
Screening O=C(COc1ccc(Cl)cc1Cl)N1CCCC1 returned KCNH2 3.1 block 0, Menin MLL FP TR 1%, GALK inh 0%, CXXC DNA block -13%, B2AR arrestin -0.5%, USP2a block -6%, PKM2 activator 7%, Giardia kill 17, Coupling enz -1, KCNH2 WT inh -7 and TRPV1 ag 8.
Screening O=C(NCCF)[C@H]1C[C@@H]1[C@H](NP(=O)(c1ccccc1)c1ccccc1)c1ccccc1 returned KCNH2 3.1 block -11, Menin MLL FP TR -10%&-6%, CXXC DNA block -2%, B2AR arrestin -1.2%, USP2a block -2%, PKM2 activator -1%&-1%, Giardia kill 0, Coupling enz 4&0, KCNH2 WT inh inconclusive and TRPV1 ag -3.
Screening COc1ccc(C(=O)Nc2nc(-c3ccccn3)cs2)cc1S(=O)(=O)N1CCOCC1 returned KCNH2 3.1 block -11, B2AR arrestin -0.2%, USP2a block 4%, Giardia kill -7 and KCNH2 WT inh -9.
CCCCOc1ccc(NC(=O)C(=O)NCCCn2ccnc2)cc1 was read as KCNH2 3.1 block -11, Menin MLL FP TR -17%, CXXC DNA block 9%, B2AR arrestin -0.4%, USP2a block 0%, PKM2 activator -5%, Giardia kill -19, Coupling enz -2, KCNH2 WT inh 0 and TRPV1 ag 2.
For CCOC(=O)C1(c2nc(N)cs2)COC(=O)C1 (stereo not given) the results were KCNH2 3.1 block 3, Menin MLL FP TR 0%, GALK inh 1%, CXXC DNA block -6%, B2AR arrestin -0.2%, USP2a block 3%, PKM2 activator 2%, Giardia kill 3, Coupling enz 2, KCNH2 WT inh -10 and TRPV1 ag 3.
Screening COC(=O)c1ccc(NC(=O)CN2CCN(c3cccc(Cl)c3)CC2)cc1 returned KCNH2 3.1 block 0, Menin MLL FP TR 1%, GALK inh 0%, CXXC DNA block 5%, B2AR arrestin 0.1%, USP2a block 2%, PKM2 activator 0%, Giardia kill 3, Coupling enz 0, KCNH2 WT inh 8 and TRPV1 ag 1.
For CC1CC1c1ccc(/C=C(\C#N)C(=O)Nc2ccccc2Cl)o1 (stereo not given) the results were KCNH2 3.1 block 4, Menin MLL FP TR 25%, GALK inh 0%, CXXC DNA block 9%, B2AR arrestin -0.4%, USP2a block 3%, PKM2 activator -1%, Giardia kill 9, Coupling enz 0, KCNH2 WT inh 1 and TRPV1 ag 13.
Screening COc1ccccc1NS(=O)(=O)c1ccc(NC(=O)N2CCCCC2)cc1 returned KCNH2 3.1 block 1, GALK inh 1%, CXXC DNA block 3%, B2AR arrestin -0.3%, USP2a block 7%, PKM2 activator -2%, Giardia kill 22, KCNH2 WT inh 5 and TRPV1 ag inconclusive.
Cc1ccccc1N(C(=O)CNC(=O)c1ccco1)C(C(=O)NC1CCCCC1)c1ccncc1 (stereo not given) was read as KCNH2 3.1 block -4, Menin MLL FP TR 0%, GALK inh -2%, CXXC DNA block -1%, B2AR arrestin 0.1%, USP2a block 1%, PKM2 activator 0%, Giardia kill 0, Coupling enz 0, KCNH2 WT inh -1 and TRPV1 ag 0.
`CCOC(=O)CNC(=O)CSc1nnc(-c2ccccc2)n1Cc1ccco1` gave Menin MLL FP TR 12%, GALK inh 0%, CXXC DNA block -5%, B2AR arrestin -0.2%, USP2a block 4%, PKM2 activator -4%, Giardia kill 4, Coupling enz 8, KCNH2 WT inh -7 and TRPV1 ag 1.
Fc1ccc(CNc2nc3ccccc3n3nnnc23)cc1 was read as KCNH2 3.1 block -7, Menin MLL FP TR -6%[11.7 µM], GALK inh 2%, CXXC DNA block 9%, B2AR arrestin -0.2%, USP2a block 4%, PKM2 activator 1%, Giardia kill -8, Coupling enz -3 and KCNH2 WT inh 4.
`CCC(Cc1ccccc1)NC(=O)C1CCN(S(=O)(=O)c2c(C)noc2C)CC1` (stereo not given) gave KCNH2 3.1 block 3, Menin MLL FP TR 10%, GALK inh 0%, CXXC DNA block 16%, B2AR arrestin 0.0%, USP2a block 2%, PKM2 activator -18%, Giardia kill 7, Coupling enz -1, KCNH2 WT inh -3 and TRPV1 ag 1.
CCOC(=O)CN(C(=O)c1ccccc1)c1ccccc1C was read as KCNH2 3.1 block -5, Menin MLL FP TR inconclusive, GALK inh 0%, CXXC DNA block 6%, B2AR arrestin -0.2%, USP2a block 10%, PKM2 activator -2%, Giardia kill -22, Coupling enz -1, KCNH2 WT inh -5 and TRPV1 ag 8.
O=C(N/C(=C\c1cccnc1)C(=O)N1CCCCC1)c1cccc(Br)c1 was read as KCNH2 3.1 block 11, Menin MLL FP TR -9%, GALK inh -3%, CXXC DNA block -2%, B2AR arrestin -0.5%, USP2a block 2%, Giardia kill -15, Coupling enz -1, KCNH2 WT inh 0 and TRPV1 ag 14.
Cc1ccc(S(=O)(=O)N(C)C)cc1NC(=O)CSc1nncs1 was read as KCNH2 3.1 block -8, B2AR arrestin -1.1%, USP2a block 2%, Giardia kill -18, KCNH2 WT inh 1 and TRPV1 ag -2.
`Nc1nc(Nc2cccc(Cl)c2)nc(NCc2ccco2)c1[N+](=O)[O-]` gave KCNH2 3.1 block -20, GALK inh 3%, CXXC DNA block 4%, B2AR arrestin 0.4%, USP2a block 4%, PKM2 activator -1%, Giardia kill 10, Coupling enz 0, KCNH2 WT inh 7 and TRPV1 ag -2.
Screening CC(NC(=O)/C=C/c1ccco1)c1nc2ccccc2n1Cc1c(Cl)cccc1Cl (stereo not given) returned KCNH2 3.1 block -5, Menin MLL FP TR 5%, GALK inh 1%, CXXC DNA block 7%, B2AR arrestin 4.3%, USP2a block -1%, PKM2 activator 27%, Giardia kill -8, Coupling enz 0, KCNH2 WT inh -2 and TRPV1 ag 1.
For COc1ccccc1CN1CCNC(=O)C1CC(=O)N(C)Cc1nc(C)cs1 (stereo not given) the results were KCNH2 3.1 block 2, Menin MLL FP TR -15%, GALK inh 4%, CXXC DNA block -10%, B2AR arrestin -0.4%, USP2a block 0%, PKM2 activator 0%, Giardia kill 4, Coupling enz -1, KCNH2 WT inh -1 and TRPV1 ag -1.
Cc1cc(C)nc(NC(=O)c2ccccc2O)n1 was read as KCNH2 3.1 block -35, Menin MLL FP TR 2%, CXXC DNA block -3%, B2AR arrestin -1.1%, USP2a block 1%, Giardia kill -13, Coupling enz 0, KCNH2 WT inh 0 and TRPV1 ag -1.
Cc1cc(C(=O)OCC(=O)N2CC(C)OC(C)C2)ccc1[N+](=O)[O-] (stereo not given) was read as KCNH2 3.1 block 13, Menin MLL FP TR 31%[activator], GALK inh 10%, CXXC DNA block 0%, B2AR arrestin 0.0%, USP2a block 8%, PKM2 activator -2%, Giardia kill 8, Coupling enz 1, KCNH2 WT inh -18 and TRPV1 ag -4.
Screening O=C(O)c1ccc2c(=O)n(-c3ccc(F)cc3)c(=S)[nH]c2c1 returned KCNH2 3.1 block 15, GALK inh -2%, CXXC DNA block -2%, B2AR arrestin -0.4%, USP2a block 0%, PKM2 activator 0%, Giardia kill -18, Coupling enz 5, KCNH2 WT inh -1 and TRPV1 ag 2.
For CCCc1nnc(NC(=O)c2ccc([N+](=O)[O-])cc2)s1 the results were KCNH2 3.1 block 6, Menin MLL FP TR -7%, GALK inh 2%, CXXC DNA block 14%, B2AR arrestin -0.3%, USP2a block 5%, PKM2 activator 3%, Giardia kill -7, Coupling enz -3, KCNH2 WT inh 4 and TRPV1 ag 8.
Screening Cc1cc(C)n(C(C)CNC(=O)c2ccc3c(c2)OCO3)n1 (stereo not given) returned KCNH2 3.1 block -11, Menin MLL FP TR -1%, GALK inh 0%, CXXC DNA block -9%, B2AR arrestin -1.4%, USP2a block 0%, PKM2 activator -1%, Giardia kill 1, Coupling enz 3, KCNH2 WT inh 6 and TRPV1 ag -1.
For Cc1cccc(C)c1NC(=O)C1CCCN1S(=O)(=O)c1ccc2c(c1)n(C)c(=O)c(=O)n2C (stereo not given) the results were KCNH2 3.1 block -1, Menin MLL FP TR 1%, B2AR arrestin 0.2%, USP2a block 2%, PKM2 activator inconclusive, Giardia kill 12, Coupling enz 1, KCNH2 WT inh -2 and TRPV1 ag 2.
